PG9 binder: binds the HIV-1 gp120 antibody PG9; TR-FRET gp120-PG9 antibody binding; inhibition, % at 6.7 µM; 360,000 tested, 0.43% active; in the data active means inhibition above about 8.5%
LEDGF integ inh: blocks HIV-1 LEDGF/p75-dependent DNA integration; TR-FRET IN-LEDGF/p75 DNA integration, Eu/Cy5; inhibition, % at 3.7 µM; 370,000 tested, 0.64% active; AID 743269;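 active means inhibition above the screen-wide mean plus 3 SD, cut at about 13% in these data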;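 further: signal is the Cy5 over europium emission ratio at 671 and 618 nm; 0% = plate median of compound wells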
rCAG RNA binder: molecules binding r(CAG) RNA repeats; r(CAG) RNA repeat, TO-PRO-1 dye displacement fluorescence; inhibition, % at 3 µM; 370,000 tested, 1.3% active; AID 651821;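 active means inhibition above the plate cutoff, the mean of all test compounds on that plate plus 3 SD, cut at about 35% in these data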;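 further: 0% = DMSO alone and 100% = 100 µM mitoxantrone as full dye displacement; higher means more dye released from RNA so lower well fluorescence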
HTRA1 inhibitor: HTRA1 (human) protease inhibition; Q92743; recombinant HTRA1, FP-rhodamine activity-based probe, fluorescence polarization; inhibition, % at 5.96 µM; 340,000 tested, 0.5% active; AID 504803; in the data active means inhibition above about 36%;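 further: 0% = enzyme with DMSO and 100% = wells lacking enzyme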
Target sequence (Q92743 whole entry, looked up): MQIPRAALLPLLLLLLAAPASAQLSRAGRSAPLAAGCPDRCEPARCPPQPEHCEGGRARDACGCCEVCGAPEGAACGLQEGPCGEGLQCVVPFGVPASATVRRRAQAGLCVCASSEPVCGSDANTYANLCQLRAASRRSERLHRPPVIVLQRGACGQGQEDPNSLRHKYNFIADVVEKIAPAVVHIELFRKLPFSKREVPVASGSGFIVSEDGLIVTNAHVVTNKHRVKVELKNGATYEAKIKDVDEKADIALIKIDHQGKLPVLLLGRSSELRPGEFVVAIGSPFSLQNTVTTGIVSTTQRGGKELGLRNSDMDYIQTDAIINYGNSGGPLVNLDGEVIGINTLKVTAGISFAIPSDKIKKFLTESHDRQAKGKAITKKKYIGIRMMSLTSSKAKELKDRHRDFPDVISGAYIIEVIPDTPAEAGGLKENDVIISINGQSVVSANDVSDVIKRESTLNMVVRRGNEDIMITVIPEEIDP
TDP2 absorb: TDP2 (human) inhibition, absorbance primary screen; recombinant TDP2, T5PNP hydrolysis, p-nitrophenol absorbance 415 nm; inhibition, % at 12.8 µM; 370,000 tested, 0.34% active; AID 720702;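 active means inhibition above the mean of all tested compounds plus 3 SD, set per campaign, cut at about 25% in these data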;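 further: 0% = DMSO with enzyme and 100% = buffer with substrate but no TDP2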
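Assay system: recombinant human TDP2 / Reagent: T5PNP substrate at 5 mM, a TopII-DNA adduct mimic / Measured by: epi absorbance from released p-nitrophenol / Evaluation: % inhibition relative to enzyme-containing and enzyme-free wells / Control set: enzyme-free and DMSO wells / Replicates: each compound tested once, singlicate / Schedule: enzyme reaction with compound for 2 h at 37 °C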
Rev-erbA mod: modulates human Rev-erb alpha binding to DNA; P20393; Rev-erbα–FITC-DNA binding, fluorescence polarization, 90 min; activity, % at 10 µM; 370,000 tested, 0.79% active; AID 1259318;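 active means activity above about 14%, limit read from the data; passing the limit was not always enough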;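 further: 0% = DMSO wells with 35 nM protein and 100% = DMSO wells with 750 nM protein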
TCR CD3 inh: human TCR-CD3 binding inhibition; inhibition, % at 9.4 µM; TAMRA-labeled TCR probe fluorescence, biochemical; 360,000 tested, 0.37% active; AID 651800; in the data active means inhibition above about 19%;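 further: recombinant mutant TCR 2C K166C tagged with TAMRA read by polarization; 0% = receptor in buffer alone and 100% = receptor with positive control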
mABHD4 FP: inhibits mouse alpha/beta hydrolase domain 4; Q8VD66; purified mABHD4, FP-Rh probe fluorescence polarization; inhibition, % at 8.92 µM; 370,000 tested, 0.54% active;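 active means inhibition exceeding the mean over every tested compound plus 3 SD, cut at about 30% in these data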;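 further: 0% = plate median of compound wells and 100% = S159A mutant with DMSO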
Target sequence (Q8VD66 whole entry, looked up, the tested form may be a part): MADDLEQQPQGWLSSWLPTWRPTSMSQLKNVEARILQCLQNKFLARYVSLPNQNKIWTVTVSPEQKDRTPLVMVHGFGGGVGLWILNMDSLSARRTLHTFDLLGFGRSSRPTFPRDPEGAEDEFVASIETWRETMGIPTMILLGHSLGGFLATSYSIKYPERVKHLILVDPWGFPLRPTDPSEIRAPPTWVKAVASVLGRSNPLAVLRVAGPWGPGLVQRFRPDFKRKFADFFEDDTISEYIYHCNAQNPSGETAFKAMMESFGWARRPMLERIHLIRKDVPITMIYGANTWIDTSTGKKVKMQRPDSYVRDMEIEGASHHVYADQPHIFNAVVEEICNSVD
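Assay system: Wild-type mouse ABHD4 protein | Medium: HEPES pH 7.0 buffer, 150 mM NaCl, 0.01% Pluronic F-127 | Incubation: Enzyme–compound pre-incubation 45 min, then probe 60 min, both 25 °C | Technique: Fluorescence polarization with parallel and perpendicular emission, 525/598 nm | Evaluation: % inhibition of FP-Rh probe binding versus controls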
SIAE inh: blocks human sialic acid acetylesterase. inhibition, % at 9.66 µM. 370,000 tested, 0.69% active. SIAE FP-Rh probe binding, fluorescence polarization. Q9HAT2. AID 1053197;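 active means inhibition above a cutoff: mean of compounds within the control limits plus 3 SD of those, cut at about 17% in these data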;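 further: 0% = plate median of compound wells and 100% = probe without SIAE protein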
PRMT1 inh: PRMT1 (human) inhibition, primary screen | AID 652257 | recombinant PRMT1, activity-based probe fluorescence polarization | 370,000 tested, 1.3% active | inhibition, % at 2.79 µM | Q99873;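 active means inhibition above about 21% made by adding two undisclosed values, limit read from the data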
* = called active by the depositor; x = no result given. The list is partial. The share of hits here may be higher or lower than overall.

SMILES | PG9 binder | LEDGF integ inh | rCAG RNA binder | HTRA1 inhibitor | TDP2 absorb | Rev-erbA mod | TCR CD3 inh | mABHD4 FP | SIAE inh | PRMT1 inh
CC(C)c1ccc(N(CC(=O)Nc2ccc(S(=O)(=O)N3CCOCC3)cc2)S(C)(=O)=O)cc1 | -0.3 | 3 | 6 | -12 | -3 | -6 | 3 | -4 | -3 | -2
O=C(Nc1ccc2c(c1)CCC2)C1CCN(c2c3c(nc4ncnn24)CCC3)CC1 | -3.2 | 0 | -5 | -8 | -4 | 0 | 9 | -1 | -2 | 0
Cc1cccc(N(C)c2ncnc3onc(-c4ccc(F)cc4)c23)c1C | -1.5 | -4 | -8 | -10 | 6 | 5 | -3 | 3 | -9 | 1
CCOC(=O)C1=C(C)C2C3C(=O)N(c4ccc(C)cc4C)C(=O)C3C1(C)C1C(=O)N(c3ccc(C)cc3C)C(=O)C21 (stereo not given) | -0.3 | 3 | 0 | 0 | 14 | 4 | 5 | 2 | 9 | -2
Nc1c(C(=O)Nc2ccc(S(=O)(=O)N3CCCC3)cc2)sc2nc3cc4c(cc3cc12)CCC4 | -2.7 | 12 | 38* | -7 | -14 | 0 | -4 | -10 | 0 | 11
COc1ccc(C(=O)CCC(=O)NCCc2c[nH]c3ccccc23)cc1OC | 0.8 | -2 | 6 | -5 | 0 | 2 | 0 | 6 | 4 | 0
C=C(C)CSC1=C(C#N)C(c2ccccc2)CC(=O)N1 (stereo not given) | 0.3 | 4 | -4 | 6 | -2 | 2 | 3 | 10 | 3 | 5
Cc1ccc(C(=O)CCC(=O)OCC(=O)Nc2cc(S(=O)(=O)N(C)C)ccc2C)cc1 | -1.1 | 5 | 8 | 8 | 2 | -4 | 10 | 7 | -8 | -2
O=C(N/N=C/c1ccc(Cl)cc1)Nc1ccccc1 | 0.3 | -3 | 0 | -11 | 3 | 0 | 8 | -12 | -4 | 0
COCCCNC(=O)c1ccc(-c2nc3ccccc3nc2-c2ccccc2)cc1 | -0.3 | -2 | 1 | x | 4 | 2 | 6 | -5 | 4 | 1
O=C1c2ccccc2[C@@H]2C[C@@H](O)[C@H](Nc3cccc(C(F)(F)F)c3)CCN12 | -2.0 | -3 | 1 | -2 | 2 | -2 | 2 | -2 | 2 | -1
Cc1ccccc1NC(=O)C1CC(=O)OC12CCOC(C)(C)C2 (stereo not given) | -0.9 | -2 | 0 | 2 | -2 | -1 | -3 | 1 | -5 | 3
CCOc1ccc(-n2ccc(=O)c(C(=O)O)n2)cc1 | -2.8 | -3 | 4 | 9 | -6 | 0 | 5 | 5 | 0 | -1
CC(=O)Oc1ccc2oc(=O)c3c(c2c1)CCCN3C(=O)CN1CCOCC1 | -1.6 | 3 | -4 | -4 | 9 | -6 | -1 | 4 | 0 | -3
CCc1nc(Nc2ccccc2)c2nnn(Cc3ccccc3)c2n1 | 1.3 | 0 | -4 | -55 | 17 | 5 | 1 | -19 | -9 | -2
COc1ccccc1N(CC(O)CN1CCC(C)CC1)S(=O)(=O)c1ccccc1 (stereo not given) | 1.1 | -1 | -5 | 10 | -12 | 0 | -4 | -9 | -1 | 3
O=C(CS(=O)CC(=O)N(CC(=O)NC1CCCC1)C1CCCCC1)Nc1ccc(F)cc1 (stereo not given) | -1.3 | 0 | -4 | -3 | 5 | 4 | 7 | 1 | 2 | 1
O=C(C1CC1)N1CCc2cc(Br)cc(S(=O)(=O)NCc3ccc4c(c3)OCO4)c21 | 1.0 | -2 | 3 | -8 | 16 | 1 | 0 | 7 | 1 | 1
CC1Cc2ccccc2N1C(=O)CSc1nnnn1C1CCCC1 (stereo not given) | 1.1 | 1 | -1 | 3 | 2 | 0 | -2 | 0 | 3 | -3
Cn1c(=O)c2c(nc(NCc3cccnc3)n2Cc2ccc(Cl)cc2)n(C)c1=O | -0.1 | -1 | 2 | 1 | -13 | 4 | -8 | -3 | -3 | -1
O=C(NCc1ccco1)c1ccc(S(=O)(=O)N2CCCc3ccccc32)cc1 | -3.1 | 3 | 6 | -18 | -18 | 3 | -6 | -19 | 1 | 5
N#Cc1cc(C(=O)c2cc(Cl)ccc2O)cn(-c2ccccc2)c1=O | -1.6 | 2 | 1 | -5 | -3 | -6 | -3 | 1 | 6 | 1
O=S(=O)(NCCCN1CCOCC1)c1ccc(F)c(Cl)c1 | -0.9 | 1 | 1 | -3 | 15 | -6 | -7 | -2 | 1 | -1
Cc1ccc(-n2nc(C)c3c(-c4cccs4)c(C#N)c(N)nc32)cc1 | -0.2 | 1 | 9 | -26 | 5 | 60* | 0 | -4 | 3 | 1
O=C(Nc1ccc(Cl)cc1)N1CCN(Cc2nc3ccccc3c(=O)[nH]2)CC1 | x | -1 | 3 | x | -8 | -7 | x | 1 | 0 | -5
Cc1ccc(C(=O)Nc2cccc3ccccc23)o1 | 0.8 | -2 | -3 | x | 1 | 3 | -3 | -7 | 3 | 1
Cc1ccc(C(=O)Nc2ccc(S(=O)(=O)N3CCOCC3)cc2)cc1Br | 0.8 | -2 | 1 | x | -7 | 13 | 3 | -3 | -15 | 3
COC(=O)c1ccc(CNC(=O)C2CCC(=O)N(C3CCCCCC3)C2)cc1 (stereo not given) | -1.0 | -2 | -5 | 0 | 6 | 2 | -1 | 7 | -2 | -6
O=C(Nc1cccc(Cl)c1)Nc1cccc(C(=O)O)c1 | -1.8 | -1 | 2 | x | 15 | -5 | -1 | -22 | 2 | -5
CCCN(CCC)CC(O)CN1C(=O)NC(C)(C)C1=O (stereo not given) | -2.1 | 0 | -2 | 9 | 10 | -5 | 2 | -3 | 6 | -1
O=C(O)C1CCCCN1c1ccccc1[N+](=O)[O-] (stereo not given) | 1.1 | 0 | 2 | x | -3 | -8 | -2 | 1 | 4 | 0
O=C(NNC(=O)c1ccco1)Nc1ccccc1 | -0.4 | 3 | 0 | -2 | -2 | -3 | 4 | 1 | 10 | 0
COC(=O)c1cc(O)cc(OC)c1C(=O)c1c(O)cc(C)cc1O | 1.6 | 2 | 6 | 6 | -4 | 7 | 12 | -2 | 2 | -1
CN(C)c1cc(-c2ccc(F)cc2)oc(=O)c1Cl | -0.5 | -1 | -3 | -4 | -3 | -1 | -1 | 1 | -9 | -4
COCC(=O)Nc1ccc(N2CCOCC2)c(S(=O)(=O)Nc2ccccc2OC)c1 | 2.9 | -1 | 7 | 0 | -8 | 1 | 1 | -5 | 0 | 18
CCC(C)C(NC(=O)c1ccc(Cl)cc1Cl)C(=O)O (stereo not given) | -0.3 | -1 | 0 | 3 | 6 | -1 | 0 | 4 | -1 | 1
COc1ccc(N2CC(C)(C)C2=O)cc1 | -1.1 | 4 | 1 | 2 | -7 | 0 | -3 | 0 | 5 | 1
COC(=O)c1ccc(CN2CCN(C3CCCCC3)C(CCO)C2)cc1 (stereo not given) | -0.7 | -1 | -6 | 8 | -1 | -3 | -9 | 0 | 0 | 1
CCOc1ccccc1N(CC(=O)Nc1ccccc1C(=O)N1CCCC1)S(C)(=O)=O | 1.8 | 3 | 8 | -3 | 0 | 1 | 0 | -1 | 3 | -2
COc1ccc(NC(=O)c2ccc(S(=O)(=O)N(C)C)cc2)cc1OC | -0.3 | 3 | -4 | 9 | -9 | -4 | 2 | -4 | -8 | -2
COCc1cc(N2CCN(C(=O)OC(C)(C)C)C[C@H]2C)ccc1N1CCS(=O)(=O)CC1 | -2.4 | 0 | 2 | x | -2 | 0 | 8 | -3 | -2 | 2
COc1ccc(C2=CSC3=NCCN23)cc1F | 2.2 | -6 | 1 | 9 | -1 | 0 | -5 | 5 | 1 | 4
CCc1nnc(NC(=O)c2ccc(N(C)S(=O)(=O)c3ccccc3)cc2)s1 | 1.3 | 0 | 4 | 1 | 7 | -6 | -2 | -2 | -1 | -1
Cc1cccc(C)c1NC(=O)CN1CCN(C(=O)CN2C(=O)NC3(CCCCC3C)C2=O)CC1 (stereo not given) | 1.1 | -4 | -3 | 11 | -7 | 8 | -1 | 2 | 6 | 1
COc1cc(CC(=O)OCC(=O)N2CC(C)CC(C)C2)cc(OC)c1OC (stereo not given) | -0.3 | -6 | -1 | 7 | 3 | 0 | -7 | -2 | 2 | -1
CC12CCC(C(=O)NC(c3ccccc3)c3ccccc3)(OC1=O)C2(C)C (stereo not given) | -1.4 | 5 | -4 | 2 | -13 | -2 | -8 | -7 | 1 | -1
Cc1ccc(C(=O)NCCc2ccc(F)cc2)s1 | 1.0 | -1 | 0 | -9 | -8 | 1 | -5 | 4 | 3 | 4
O=C(CSc1ccccc1)Nc1nnc(-c2ccco2)o1 | -3.1 | 1 | 8 | 13 | -12 | 5 | 5 | 7 | 3 | 6
COCCCn1c(=O)c2sccc2n(Cc2ccc(C)cc2)c1=O | -1.0 | -1 | -4 | 0 | 3 | -1 | -7 | 2 | -4 | 4
Cc1c(C(=O)N2CCC(C)CC2)oc2ccc3c(c12)C(O)CC1(CCCCC1)O3 (stereo not given) | 0.4 | -2 | -4 | -23 | -7 | -1 | 21* | 11 | -13 | -1
CCOc1cc(N2CCOCC2)c(OCC)cc1NC(=O)COC(=O)c1c(C)noc1C | -2.4 | -1 | 0 | -32 | 7 | -1 | -7 | 2 | 3 | 2
CC(C)C(=O)Nc1ncc(Cc2cccc(Cl)c2)s1 | -0.6 | -2 | -4 | -12 | 7 | -1 | -1 | 2 | 0 | 1
CCCCn1c(N)c(N(CC(C)C)C(=O)c2ccc(OCC3CCCO3)cc2)c(=O)[nH]c1=O (stereo not given) | -0.5 | -1 | -3 | 0 | -10 | -2 | 1 | -5 | -3 | -5
O=C1c2ccccc2C(=O)N1CN(C(=O)COc1ccc(Cl)cc1Cl)c1cccc(F)c1 | 1.5 | 3 | 0 | 1 | -3 | 1 | -4 | -10 | -4 | 0
COc1ccccc1CC(=O)Nc1cc(C)on1 | -0.6 | -4 | 3 | -1 | -3 | -2 | -8 | 6 | 6 | 3
CC1(C(=O)NS(=O)(=O)c2ccc(Cl)cc2)CCN1C(=O)C1CC1 (stereo not given) | 2.2 | 1 | 1 | x | 16 | -8 | 1 | 6 | 0 | 0
O=C(CN1CCN(S(=O)(=O)c2ccccc2F)CC1)NCC1(N2CCOCC2)CCCCC1 | -1.9 | 1 | -3 | -6 | 3 | 1 | 8 | 4 | 4 | -10
O=C1/C(=C/c2ccco2)Oc2c1ccc(O)c2CN1CCCCC1 | -5.2 | 22* | -21 | 6 | 6 | -8 | -1 | 20 | 4 | 35*
Cc1cccc(NCC(=O)NNC(=S)Nc2ccccc2)c1 | -0.5 | 4 | 6 | 24 | -22 | -3 | -5 | 7 | 13 | 0

Source: PubChem BioAssay
